# Source: PubChem BioAssay
# KCNH2 WT inh = KCNH2 (human, wildtype) channel inhibition | U2OS, BacMam KCNH2, thallium flux FluxOr; stronger effect = lower value | AID 720551 | hit rate 0.37% among 340,000 | Q12809 | activity change, % at 1.84 µM;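 active = maximum activity change below -70%; inconclusive = maximum activity change between -70% and -50%; inactive = maximum activity change above -50%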; note: % is set by controls: 0 for no effect and ±100 for the full control effect
# Target sequence (Q12809 whole entry, looked up): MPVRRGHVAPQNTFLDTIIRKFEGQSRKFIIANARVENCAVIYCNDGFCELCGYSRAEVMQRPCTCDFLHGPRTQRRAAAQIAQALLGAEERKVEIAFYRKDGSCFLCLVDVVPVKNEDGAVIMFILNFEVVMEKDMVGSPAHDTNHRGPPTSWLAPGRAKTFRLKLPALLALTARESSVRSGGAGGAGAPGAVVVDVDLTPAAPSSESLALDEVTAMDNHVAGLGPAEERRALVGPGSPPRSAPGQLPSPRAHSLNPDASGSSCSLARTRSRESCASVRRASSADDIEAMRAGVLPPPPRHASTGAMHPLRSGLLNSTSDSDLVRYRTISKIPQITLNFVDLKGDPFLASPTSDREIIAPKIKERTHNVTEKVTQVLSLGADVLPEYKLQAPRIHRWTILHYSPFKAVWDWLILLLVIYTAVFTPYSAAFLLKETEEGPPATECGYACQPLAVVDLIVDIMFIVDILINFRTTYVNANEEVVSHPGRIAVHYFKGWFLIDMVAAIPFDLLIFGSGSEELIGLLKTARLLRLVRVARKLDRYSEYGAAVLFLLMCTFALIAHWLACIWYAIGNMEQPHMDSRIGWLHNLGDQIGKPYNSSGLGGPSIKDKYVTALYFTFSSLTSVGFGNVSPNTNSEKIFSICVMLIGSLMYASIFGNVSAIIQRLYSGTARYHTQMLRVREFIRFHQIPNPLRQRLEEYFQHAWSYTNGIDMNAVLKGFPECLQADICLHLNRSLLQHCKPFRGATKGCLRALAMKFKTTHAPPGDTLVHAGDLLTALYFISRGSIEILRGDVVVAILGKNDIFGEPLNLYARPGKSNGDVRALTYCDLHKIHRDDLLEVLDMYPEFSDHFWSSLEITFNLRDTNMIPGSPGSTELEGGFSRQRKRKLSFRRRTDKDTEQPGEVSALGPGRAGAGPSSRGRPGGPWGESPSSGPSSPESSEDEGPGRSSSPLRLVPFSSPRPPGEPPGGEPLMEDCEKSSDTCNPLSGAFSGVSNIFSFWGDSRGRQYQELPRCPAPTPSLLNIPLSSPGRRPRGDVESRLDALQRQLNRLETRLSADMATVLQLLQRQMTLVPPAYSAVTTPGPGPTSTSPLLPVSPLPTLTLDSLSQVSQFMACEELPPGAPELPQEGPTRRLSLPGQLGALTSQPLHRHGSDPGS
#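 U2OS cells were transduced with wild-type KCNH2 virus (2.03 x 10^8 / mL) for 4 h at room temperature, then cultured overnight at 37 C. Thallium flux was read with FluxOr dye. Rate constants were normalized to DMSO controls.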
# Tb PFK block = T. brucei PFK enzyme inhibition. O15648. T. brucei PFK, ADP-Glo luminescence. Potency, µM (doses to about 57.5 µM), for inactives: at the highest dose activity, negative = inhibition, hits mostly inhibitors. hit rate 0.17% among 330,000. AID 485367;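 note: potency is the fitted concentration of half-maximal effect; 0% = uninhibited 1x PFK enzyme wells and -100% = no-enzyme wells; nearly all actives have a fitted effect of over 60% in size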
#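 1.25 nM PFK with 0.5 mM F6P and 0.1 mM ATP in 0.1 M TEA pH 8.0, 5 mM MgCl2, incubated 45 min at room temperature; ADP measured by ADP-Glo luminescence; compounds titrated up to 57 uM.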
# CXXC DNA block = blocks binding of human MLL CXXC domain to DNA; Potency, µM (series often up to 115 µM), for inactives: top-dose activity change, negative = inhibition, most hits filed as inhibitors; hit rate 0.037% among 290,000; Q03164; MLL-CXXC / FITC-HOXA9 DNA fluorescence polarization; AID 2662; active = well fitted inhibition curve with a large enough effect in the polarisation, with a control signal flat, not every such curve was filed as active; inconclusive = small, poorly fitted or top-dose-only effect, or effect the other way, or a change in a side signal; inactive = no such curve, though single readings can be large or run the other way; the % refers to the polarisation; note: potency is the fitted concentration of half-maximal effect
#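 Steps: dispense CXXC domain solution (7 uM) → pin compounds or unlabeled HOX-A9 DNA control → 5 min ambient → add FLSN-HOX-A9 solution (50 nM) → spin → 30 min ambient → fluorescence polarization. Tris pH 7.5/NaCl/DTT/BSA buffer.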
# Coupling enz = coupling enzyme interference in Giardia aldolase counter-screen; coupling enzyme system counterscreen, AmpLite Red fluorescence; activity change, negative = inhibition, % at 58.2 µM, hits read low; hit rate 0.67% among 290,000; in the data active = activity change below about -30%; note: % is set by controls: 0 for no effect and ±100 for the full control effect
#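 Coupling enzymes only (glyceraldehyde-3-phosphate) + compound, at 57.5 uM final, 10 min RT; add substrate/coupling/AmpLite Red mix, 20 min RT; fluorescence ex 525/em 598 nm. Actives flag coupling-system interference.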
# A-T KAP1 phos = potential ataxia-telangiectasia treatments restoring KAP-1 phosphorylation | hit rate 0.19% among 320,000 | […] A-T fibroblasts, KAP-1 phosphorylation AlphaLISA; neocarzinostatin DNA damage 30 min before lysis | Potency, µM (series often up to 57.5 µM), inactives show top-dose activation, actives largely listed as activators; note: potency is the fitted concentration of half-maximal effect; % of control where 0% means no effect; nearly all actives have a fitted effect of over 45% in size
#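 ATM-like activity read as KAP-1 phosphorylation via AlphaLISA donor/acceptor antibody pairs after lysis and 6 hr at 25C. Cells were ATM-null patient fibroblasts ([…], hTERT), dosed 60 min, then exposed to the DSB inducer NCS for 30 min.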
# TSHR antag = antagonists of human thyroid stimulating hormone receptor; P16473; TSHR-expressing cells, TSH-stimulated cAMP HTRF, 2 h; stronger effect = lower value; activity change, negative = inhibition, % at 11.5 µM; hit rate 0.2% among 330,000; AID 504810;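 active = activity change below a set negative limit, meaning inhibition stronger than a set level, cut at about -70% in these data; inconclusive = activity change between two set negative limits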; note: % is set by controls: 0 for no effect and ±100 for the full control effect
#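 Inhibition of cAMP made by TSHR-expressing cells under TSH stimulation (4nM final, EC80; 2 h, 37 deg C) is quantified with a one-step lysis HTRF kit, anti-cAMP cryptate versus cAMP-d2.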
# BCR signal inh = chronic active BCR signaling inhibition. ABC-DLBCL IkBa-CBG/CBR reporter, luminescence ratio, 4 h. Potency, µM (series often up to 46.1 µM), without a hit: at the top dose ratio change, negative = lower green/red ratio, usual class: inhibitors. hit rate 0.05% among 340,000; active = well fitted inhibition curve with a large enough effect in the signal ratio, with a control signal flat, not every such curve was filed as active; inconclusive = small, poorly fitted or top-dose-only effect, or effect the other way, or a change in a side signal; the % refers to the signal ratio;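 note: potency is the fitted concentration of half-maximal effect; plate controls were basal doxycycline-induced cells for no effect and cells given 10 µM MG132 for full effect; MG132 reads +100%, hits lower the ratio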
#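 Cell line TMD8 (human ABC DLBCL), stably expressing tet-inducible CBG68-IkBa fusion and CBR; IMDM/0.5% FBS; cpd up to 46 uM; dox induction, 4 h, 37C/5% CO2; dual luminescence; green/red ratio; MG132 control.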
# GALK inh = inhibitors of human galactokinase | P51570 | Purified GALK, Kinase-Glo residual ATP luminescence | Potency, µM (series often up to 57.5 µM), without a hit: at the top dose activity change, negative = inhibition, actives largely listed as inhibitors | hit rate 0.007% among 270,000; note: potency is the fitted concentration of half-maximal effect; % is set by controls: 0 for no effect and ±100 for the full control effect
#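 Compounds were pin-transferred into ATP buffer (35 uM final), then GALK plus galactose (5 nM, 100 uM final) was added. After 1 h at room temperature, Kinase-Glo Plus was added and luminescence read after 10 min.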
# TCR activator = activators of T cell receptors | primary human leukocytes, anti-CD3, IL-2 HTRF, 48 h | AID 504894 | 330,000 tested, under 10 active | Potency, µM (top dose mostly 9.22 µM), inactives show at the top dose activation of IL-2 secretion, usual class: activators; note: % of control where 0% means no effect
#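 Human primary leukocytes + a-CD3 beads + cpd, 48 hr; IL-2 in supernatant by HTRF (ex 320nm / em 665nm). No co-stimulatory signal supplied.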
# Giardia kill = Giardia lamblia killing; Giardia lamblia trophozoite viability; activity change, % at 7.66 µM, hits read low; hit rate 0.15% among 340,000; in the data active = activity change below about -80%; inconclusive = between about -30% and that limit;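 note: parasites exposed to compound for two days anaerobically before the ATP read; % is set by controls: 0 for no effect and ±100 for the full control effect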
#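 Luminescent ATP signal served as the viability read-out, measured 15-30 min after adding ATP detection reagent to trophozoites that had been incubated with compounds for 48 hrs at 37 deg C anaerobically at 100 cells/well.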
# * hit, by the source's call; ? = inconclusive; . = not tested or not shown; [ ] = dose if it differs, or a comment. Unless noted, calls come from the whole dose curve; as a rule, active = well fitted curve in the direction sought with a large enough effect; inconclusive = small, poorly fitted or top-dose-only effect, or another doubt; inactive = no such curve, though single readings can be large; an effect the other way counts as inactive or inconclusive.
molecule,KCNH2 WT inh,Tb PFK block,CXXC DNA block,Coupling enz,A-T KAP1 phos,TSHR antag,BCR signal inh,GALK inh,TCR activator,Giardia kill
Cn1cc(C(=O)NCc2cccnc2)c(=O)c2cc(S(=O)(=O)N3CCCCCC3)ccc21,.,-4.2%,-3.9%,-1.0,-4.1%,-1.8,-1.0%,10.5%,.,.
Cc1nn(-c2ccccc2)c(C)c1/C=N/NC(=O)c1cc(-c2ccc(Br)s2)[nH]n1,-3.8,0.1%,34.3%[activator],-1.8,-7.0%,-13.5,7.2%,0.6%,-2.1%,6.9
CN(C(=O)C1CCCO1)C1CCS(=O)(=O)C1 (stereo not drawn),-4.2,0.2%,.,.,1.9%,-6.6,0.7%,.,-0.3%,15.5
CCC(C)(C)n1nnnc1C(c1cccs1)N1CCN(Cc2ccccc2)CC1 (stereo not drawn),12.4,-7.8%,7.2%,0.2,4.3%,-14.2,-2.9%,-4.8%,1.8%,3.5
O=C(/C=C/c1ccccc1)N1CCC(c2ccccc2)C1 (stereo not drawn),-3.9,0.0%,5.2%,-1.1,-3.5%,12.1,?,-0.2%,0.9%[46.1 µM],0.1
COc1ccc(Cn2nnc(C(=O)Nc3ccc4c(c3)OCCO4)c2N)cc1Br,-10.3,-3.7%,-1.2%,.,6.8%,-9.9,-12.6%,0.9%,2.1%,27.1
Cc1ccc(S(=O)(=O)N2[C@@H](c3ccccc3)C(C(=O)O)=CC[C@H]2c2cccs2)cc1,-11.6,-4.4%,.,.,1.5%,-2.4,-3.4%,.,-0.7%,?
Cc1ccc(N2CC(C(=O)NCCS(=O)(=O)N3CCN(c4ccc(F)cc4)CC3)CC2=O)cc1 (stereo not drawn),6.9,-3.8%,-9.9%,-1.8,-3.8%,-8.0,-2.3%,-1.4%,-0.7%,6.1
Nc1cccc(C(=O)Nc2ccc3nc(-c4cccnc4)[nH]c3c2)c1,-28.5,-2.0%,-1.3%,-2.8,-2.8%,-2.9,?,.,4.1%,8.3
Cc1nn(-c2ccccc2)c(C)c1-c1cc(C(=O)N/N=C/c2cccnc2)[nH]n1,.,-2.1%,37.2%[activator],3.4,0.0%,-5.4,-1.0%,-7.0%,.,.
O=C(Cn1c(COc2ccccc2)nc2ccccc21)Nc1cccc(Cl)c1,-18.0,2.5%,3.7%,1.6,-2.3%,-8.6,-0.5%,-0.1%,2.6%[46.1 µM],9.8
COC(=O)c1ccccc1NC(=S)NC(C)=O,1.5,0.9%,1.8%,1.3,-2.1%,-6.0,-17.2%,2.5%,-0.2%,-5.6
COC(=O)c1cn(-c2ccc(Cl)cc2)c(=O)c2ccccc12,-2.4,4.3%,-3.7%,0.2,-2.1%,-7.4,-5.9%,-1.2%,-8.7%,-9.2
Cc1cccc(NS(=O)(=O)c2ccc(C(=O)NCCCN3CCOCC3)cc2)c1C,4.8,2.9%,3.2%,.,8.2%,-3.3,-1.6%,0.9%,0.0%,-15.1
COc1ccc(/C=C/CN2CCN(Cc3ccc(F)cc3)C(CCO)C2)cc1 (stereo not drawn),28.4,-1.4%,-0.8%,-2.4,5.7%,3.8,-4.9%,7.0%,9.2%,6.1
CC1CCN(C(=O)c2ccc(N(C)S(C)(=O)=O)cc2)CC1,-5.7,-10.0%,-6.9%,1.4,-2.0%,4.6,-2.9%,0.4%,11.0%,7.7
COc1ccccc1C(=O)N1CCN(C(=O)c2oc3ccc(C)cc3c2C)CC1,11.2,1.1%,5.4%,1.1,20.3%,5.3,-19.1%,-5.8%,-1.8%,33.3[activator]
CCCCOC(=O)C1=C(N)N2C(=O)C(C)SC2=C(C(=O)OCC)C1c1ccc(O)c(OC)c1 (stereo not drawn),3.0,1.1%,-8.8%,-1.4,-2.7%,3.5,7.4%,1.0%,-7.7%,32.3[activator]
Cc1ccc(Cl)cc1NC(=O)C(=O)N/N=C/c1ccc2c(c1)OCO2,-3.1,-0.6%,-7.7%,.,14.2%,8.0,-1.6%,-6.9%,-9.8%,19.9
Cc1cccn2cc(-c3ccc(S(=O)(=O)N4CCCCC4)cc3)nc12,7.3,-1.7%,-5.8%,0.4,2.7%,23.5,-1.0%,0.6%,3.6%,-10.5
O=C(Cc1ccc2c(c1)OCCO2)c1c(O)cc(O)cc1O,0.4,2.9%,-6.7%,9.1,6.5%,-10.1,1.9%,3.6%,6.9%,10.8
COc1cccc(C(=O)N2CCC(n3nccc3NC(=O)CCOc3ccccc3)CC2)c1,-5.5,-0.6%,6.0%,-1.9,-5.2%,25.7,2.4%,-1.0%,-0.2%,-6.6
CCCn1c(SCC(=O)Nc2cc(C(=O)O)ccc2C)nc2sc3c(c2c1=O)CCC3,0.9,2.3%,.,.,-8.9%,-8.3,10.1%,.,7.1%,-13.7
CSc1nc(-c2ccco2)nn1S(C)(=O)=O,5.2,-17.8%,6.5%,4.7,8.1%,-3.7,0.8%,-0.1%,8.0%,-12.1
COc1ccc(C(=O)NCc2ccc3c(c2)cc(C)n3C)cc1,1.5,-1.0%,0.0%,1.2,-6.5%,12.9,8.4%,1.3%,-4.8%,26.0
CCN(CC(=O)Nc1ccccc1C(F)(F)F)C(=O)CCS(=O)(=O)c1ccc(C)cc1,1.0,-13.2%,.,.,0.5%,11.0,9.8%,.,-0.4%,32.7[activator]
Cc1ccc(S(=O)(=O)N(C)CC(=O)NNC(=O)CCNS(=O)(=O)c2cccc(C)c2)cc1,0.5,4.2%,.,.,1.4%,3.2,-0.3%,.,.,-7.4
Cc1cccc2cc(C(c3nnnn3C(C)(C)C)N(Cc3ccco3)CC3CCCO3)c(=O)[nH]c12 (stereo not drawn),-4.7,?,8.1%,-0.6,-4.4%,0.3,-0.6%,-4.7%,-3.0%,24.9
Cc1ccc2cc(C#N)c(SCc3nnc(-c4ccccc4[N+](=O)[O-])o3)nc2c1,-16.6,-6.4%,5.2%,-0.4,-2.0%,8.2,14.2%,1.7%,2.1%[46.1 µM],2.5
COc1ccccc1CC(=O)NC1CC(C)(C)NC(C)(C)C1,2.4,1.0%,24.9%,-2.2,-8.8%,13.8,5.7%,-0.3%,0.9%,4.1
C=CCn1c(-c2cccnc2)n[nH]c1=S,13.6,-0.6%,4.4%,-0.4,.,24.5,3.2%,-0.5%,-10.7%[46.1 µM],-15.8
CCOC(=O)c1c(C)n(C)c2ccc(OCC(O)CN3CCCCCC3)cc12 (stereo not drawn),-0.9,1.3%,-5.7%,-1.4,11.0%,3.2,0.6%,2.5%,3.5%,7.9
O=C(NNC(=O)c1ccccc1-n1cccc1)c1ccccc1,-0.1,1.1%,-4.3%,0.0,1.3%,15.6,-2.5%,0.8%,3.5%,-16.0
CCN(Cc1ccccc1)c1c(C(=O)O)cnc2c1cnn2C,-2.1,-1.1%,7.2%,0.3,0.8%,-7.3,-2.9%,-1.1%,.,8.3
COc1ccccc1CN1CC(C(=O)NCc2ncccc2C)CCC1=O (stereo not drawn),-4.2,0.6%,16.5%,-2.4,9.2%,4.4,3.7%,-0.4%,3.1%,6.4
O=C(Nc1ccc2nsnc2c1)c1ccc2c(c1)OCO2,3.3,-6.6%,10.0%,-6.1,-6.8%,-10.8,?,0.1%,0.7%,?
Cc1cc(/C=C2\SC(=S)N(C)C2=O)c(C)n1-c1cccc(O)c1,1.2,2.5%,?,-4.2,0.0%,-2.9,14.0%,-0.4%,5.2%,-13.1
O=C(COc1ccccc1)Nc1nnc(-c2ccc(Cl)s2)o1,-5.5,1.1%,?,-1.7,-6.6%,-12.1,0.1%,0.2%,5.8%,-9.1
Cc1ccc(S(=O)(=O)c2nc(S(C)(=O)=O)sc2N2CCC3(CC2)OCCO3)cc1,16.3,-1.9%,0.7%,-1.5,1.9%,-7.6,1.6%,-1.4%,10.2%,-15.7
Fc1ccc2[nH]c3c(N4CCSCC4)ncnc3c2c1,8.6,0.7%,0.9%,0.0,10.2%,-39.9,?,0.3%,-2.6%,12.5
Cc1ccsc1C(=O)Nc1ccc(OCc2ccccc2)cc1,1.2,-5.7%,6.8%,2.5,-3.0%,-3.8,-0.7%,17.8%,-1.7%,7.1
Cc1sc(Nc2ccc([N+](=O)[O-])cc2)nc1-c1c(C)n(C)n(-c2ccccc2)c1=O,-11.0,-2.5%,-4.1%,0.7,-2.2%,-2.7,?,-1.1%,3.9%,1.4
CC(=O)NCc1c(Cl)cccc1-n1cccc1,-3.6,0.5%,6.0%,0.7,0.9%,-4.2,-23.9%,0.2%,-4.0%,2.9
